Source: PubChem
GCN5L2 inh – qHTS Assay for Inhibitors of GCN5L2; 0.21% of 390,000 active; Histone acetyltransferase KAT2A (Homo sapiens), Q92830; Potency, µM (series often up to 58.9 µM), for the others: top-dose activity change, negative = inhibition, usual class: inhibitors; GCN5L2 HAT assay, ThioGlo1 CoA-SH fluorescence
Target sequence (Q92830 whole entry, looked up): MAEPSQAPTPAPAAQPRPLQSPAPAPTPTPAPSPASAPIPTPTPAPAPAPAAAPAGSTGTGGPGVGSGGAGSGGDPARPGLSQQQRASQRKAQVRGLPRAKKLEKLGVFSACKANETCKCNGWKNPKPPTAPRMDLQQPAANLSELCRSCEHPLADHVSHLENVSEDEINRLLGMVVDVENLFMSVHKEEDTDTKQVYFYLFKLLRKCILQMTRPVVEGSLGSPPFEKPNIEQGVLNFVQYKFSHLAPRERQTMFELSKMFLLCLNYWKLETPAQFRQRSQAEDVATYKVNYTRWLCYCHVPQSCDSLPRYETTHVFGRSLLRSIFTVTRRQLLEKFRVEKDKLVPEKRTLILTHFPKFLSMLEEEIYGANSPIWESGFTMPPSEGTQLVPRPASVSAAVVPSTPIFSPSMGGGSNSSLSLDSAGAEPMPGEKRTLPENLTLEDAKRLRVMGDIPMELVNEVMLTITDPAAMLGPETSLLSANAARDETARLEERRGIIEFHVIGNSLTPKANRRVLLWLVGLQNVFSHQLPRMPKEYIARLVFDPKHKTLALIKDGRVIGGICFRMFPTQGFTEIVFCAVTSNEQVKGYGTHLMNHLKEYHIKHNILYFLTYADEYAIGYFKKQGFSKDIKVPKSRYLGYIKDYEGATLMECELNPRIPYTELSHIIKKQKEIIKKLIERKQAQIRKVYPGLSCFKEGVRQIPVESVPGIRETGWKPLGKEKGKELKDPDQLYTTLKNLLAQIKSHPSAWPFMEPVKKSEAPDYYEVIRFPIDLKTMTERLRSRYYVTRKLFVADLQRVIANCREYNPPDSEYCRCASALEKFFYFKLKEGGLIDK
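GCN5L2 (20nM final) in 50mM HEPES, 0.1mM EDTA pH 7.5, 0.01% Tween-20 was preincubated 15 min at room temperature with compound, then given ThioGlo1 (50uM), H3(1-25) peptide (75uM) and acetyl-CoA (70uM); CoA-thiol fluorescence (Ex340/Em540) was read at 0 and 20 min.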
N370S GC – qHTS Assay for Inhibitors and Activators of N370S glucocerebrosidase as a Potential Chaperone Treatment of Gaucher Disease; N370S GC spleen homogenate, 4MU-glucoside fluorescence; Potency, µM (doses to about 59.4 µM), inactives show top-dose activity change, negative = inhibition, usual class: inhibitors; 0.092% of 330,000 active;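 note: 0% = full enzyme activity and -100% = no enzyme basal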
FEN1 inhibitor – qHTS Assay for the Inhibitors of Human Flap endonuclease 1 (FEN1) | Recombinant FEN1 flap cleavage, fluorescence, 15 min | Potency, µM (highest dose often 114 µM), for inactives: at the top dose activity change, negative = inhibition, usual class: inhibitors | 0.35% of 390,000 active | AID 588795, 2011; note: nearly all actives have a fitted effect of over 65% in size
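FEN1 at 10 nM, compound pretreatment for 15 min (room temperature), 50 nM final substrate to initiate; endpoint reads at 0 and 15 min; DMSO-only plates used as vehicle background.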
The depositor's hits bear a star; ? = inconclusive; . = no result given; & = joins results of further samples; [ ] = another dose, or the depositor's remark. Calls come from the whole dose curve; as a rule, active = well fitted curve in the direction sought with a large enough effect; inconclusive = small, poorly fitted or top-dose-only effect, or another doubt; inactive = no such curve, though single readings can be large; an effect the other way counts as inactive or inconclusive. Unless noted, % is set by controls: 0 for no effect and ±100 for the full control effect; potency is the fitted concentration of half-maximal effect.

Value order – GCN5L2 inh, N370S GC, FEN1 inhibitor
1: CCCCCOc1ccc(OC(=O)c2ccncc2)cc1
  ?, 8%, 13%
2: Cn1nnnc1Sc1ncnc2scc(-c3ccc(C(F)(F)F)cc3)c12
  -14%, ., -18%
3: CCN(CC(=O)Nc1ccc(Br)cc1F)CC(=O)NC1CCS(=O)(=O)C1 (centres undefined)
  -5%, ., 0%
4: COc1ccc(NC2=NCC(=O)N2Cc2cccs2)cc1
  -5%, 0%, 28%
5: COCCC(=O)N1CCC(Oc2ccc(C(=O)N3CCCCC3COC)cc2)CC1 (centres undefined)
  0%, -11%, -10%
6: CCOC(=O)Cc1cc(=O)n(-c2nc3ccccc3s2)[nH]1
  ?, -19%, -6%
7: COC(=O)c1ccccc1NC(=O)c1ncoc1-c1ccco1
  -1%, ., -5%
8: S=C(NCCN1CCOCC1)Nc1ccc(Nc2ccccc2)cc1
  -13%, -6%, -5%
9: O=C(Nc1cccc(C(F)(F)F)c1)C(=O)N1CCCCC1
  -2%, 8%, 12%
10: CCC(C)(C(=O)NC1CCCC1)N(CC1CCCO1)C(=O)CNC(=O)c1ccccc1 (centres undefined)
  -6%, 3%, -9%
11: Cc1cccc(CCNC(=O)CN(c2ccc(C(C)C)cc2)S(=O)(=O)c2c(C)nn(C)c2C)c1
  0%, ., 10%
12: CCOC(=O)C1CCN(C(=O)c2c(-c3c(Cl)cccc3Cl)noc2C)CC1
  -9%, -11%, 4%
13: CCOC(=O)C1(Cc2cccc(F)c2)CCN(Cc2cnn(CC)c2C)CC1
  1%, 5%, -9%
14: CCCNC(=O)c1ccc(COc2ccc(C(C)(C)C)cc2)o1
  -6%, 1%, 1%
15: COc1ccc(C(=O)NCc2nnc(SCC(=O)NC3CCCCC3)n2C)cc1
  -2%, -15%, 3%
16: Fc1ccccc1CSc1ncnc2c1oc1ccccc12
  -7%, 4%, 3%
17: CCOC(=O)NC(=O)c1cn(C(CC)CO)c(=O)[nH]c1=O (centres undefined)
  1%, 7%, -4%
18: O=C1OCCN1C(=O)[C@H]1[C@H](c2ccc(Cl)cc2)C(c2ccc(F)cc2)=NN1c1ccc(Br)cc1
  -23%&-28%, 7%, -2%
19: CCN(CC)S(=O)(=O)c1ccc2c(c1)nc(CCC(=O)OCC(=O)Nc1c(F)cccc1F)n2C
  2%, 9%, -2%
20: O=C(Cc1ccccc1)NCc1ccncc1
  -2%, 4%, -13%
21: C/C(=N\S(=O)(=O)c1ccc(C)cc1)Nc1cc(C(C)C)c(O)cc1C
  -6%, 6%, -6%
22: COc1ccccc1S(=O)(=O)Nc1cccc(S(=O)(=O)N2CCCC2)c1
  -5%, ., 3%
23: O=C(N/N=C/C1CC=CCC1)c1ccc(O)cc1O (centres undefined)
  1%, -11%, 0%
24: CCN(Cc1ccccc1)C(c1cc2cc(C)ccc2[nH]c1=O)c1nnnn1CCOC (centres undefined)
  -6%, 13%, -19%
25: Cc1ccc(C)c(NC(=O)Cn2c(=O)n(Cc3ccc4c(c3)OCO4)c(=O)c3oc4ccccc4c32)c1
  -6%, ., 3%
26: CNC(=O)c1ccc(-c2sc3nc(N4CCOCC4)c4c(c3c2N)CCCC4)o1
  ?, 4%, ?
27: Cc1ccc(NC(=S)NC(=O)c2ccc(Br)o2)c(C)c1
  -2%, 13%, -6%
28: Cc1cc(C)cc(-n2ccnc2SCC(=O)Nc2ccc3c(c2)OCCO3)c1
  -1%, 11%, -12%
29: CC(=O)Nc1ccc(NCc2nnc3n2CCCCC3)cc1
  1%, ., -1%
30: O=C(CSc1nc2ccccc2c(=O)n1-c1ccccc1Cl)NCC1CCCO1 (centres undefined)
  -1%, ., -10%
31: CCN(c1ccccc1)P(=O)(Nc1ccccc1)Nc1ccccc1
  -2%, 6%, -3%
32: CN=c1oc2ccc(Cl)cc2cc1C(N)=O
  -3%, 4%, -3%
33: O=C(O)CC1(CC(=O)NCc2ccc(-c3cccs3)cc2)CCCCC1
  -15%, 7%, 14%
34: CCc1ccc(NC(=O)CCCc2nnc3n(CCCOC)c(=O)c4sccc4n23)cc1
  -5%, ., 0%
35: COc1ccc(CCN2CC(C(=O)Nc3ccccc3F)CC2=O)cc1OC (centres undefined)
  4%, -24%, 16%
36: CN(C(=O)C1=CC(c2ccc3c(c2)OCO3)=NS(=O)(=O)N1C)c1ccccc1
  -6%, ., -7%
37: COc1ccc(CN(C(=O)c2cccs2)c2nccs2)cc1OC
  -6%, -3%, 1%
38: CC1=C(C#N)C(=O)N(C2CCS(=O)(=O)C2)C(=O)/C1=C\c1ccc(C)o1 (centres undefined)
  ?, -9%, .
39: CC(C)(O)C#Cc1ccc(C(=O)NC2CCCCC2)s1
  -5%, -2%, -3%
40: COc1cc(Cl)cc(C=O)c1OCC(=O)O
  0%, 6%, -2%
41: COc1ccc(Cn2c(C(=O)O)c(CNC3CCCCCC3)c3ccc(OC)cc32)cc1
  -5%, ., 6%
42: Cc1sc(NC(=O)COc2cccc(-n3cnnn3)c2)c(C#N)c1C
  -5%, -4%, -1%
43: COc1cccc(OC)c1OCCCCN1CCCCC1
  -1%, -17%, 5%
44: COc1ccc(NC(=O)C2Cc3cccc(OC)c3O/C2=N\O)cc1 (centres undefined)
  2%, -4%, -3%
45: c1ccc(-c2nc3nc4ccccc4nc3n2Cc2ccco2)cc1
  -16%, 17%, 9%
46: COc1ccc(C2C(C(N)=O)=C(C)Nc3nc(CCCO)nn32)cc1OC (centres undefined)
  18%, -15%, 2%
47: CC1CNCCN1S(=O)(=O)c1cccc2cnccc12 (centres undefined)
  -2%&-6%&-2%, -3%&-4%&-4%&-1%&4%, -1%&-6%
48: O=C(c1ccco1)N1CCN(C(=O)c2snc3ccc(Cl)cc23)CC1
  0%, 4%, -4%
49: Cc1cc(C(=O)Nc2ccc(Cl)cc2)n(-c2ccccc2)n1
  -11%, -4%, -12%
50: COC(=O)c1ccc(CNC(=O)COC(=O)/C=C/c2ccc(O)c(OC)c2)cc1
  -4%, ., -1%
51: CC(C)OCCCn1c(SCC(=O)N2CCc3ccccc32)nc2ccccc2c1=O
  2%, 12%, -2%
52: COC(=O)c1cccc(NC(=O)Cc2coc3cc(OC)ccc23)c1
  -1%, 0%, -18%
53: COc1ccc(NC(=O)Nc2nnc(CC(=O)NCc3ccccc3)s2)cc1
  38%[activator], -21%, 1%
54: Cc1cccc(C(=O)n2c(=S)nc3ccccn32)c1
  -7%[0.501 µM], 5%, 1%
55: COc1ccc(-n2cnnc2SCC(=O)N2CCN(S(=O)(=O)c3ccccc3)CC2)cc1
  -5%, 1%, -1%
56: C=CCn1c(SCC(=O)c2cc(C)n(C(C)COC)c2C)nc2sc(C)c(C)c2c1=O (centres undefined)
  -9%, 4%, 0%
57: CC(=O)/C(=N/Nc1ccc([N+](=O)[O-])cc1)N1CCCc2ccccc21
  -10%, -5%, -17%
58: Cn1cc(CCNC(=O)C2CCC(=O)N(CCc3ccc(Cl)cc3)C2)cn1 (centres undefined)
  -16%, 0%, 13%
59: COc1ccc(NC(=O)Nc2ccc3c(c2)OCO3)c(C)c1
  -4%, 5%, -11%
60: Cc1ccc(N(CC(=O)Nc2ccccc2-c2ccccc2)S(=O)(=O)c2ccccc2)c(C)c1
  -6%, 18%, 1%

Following part
Value order – GCN5L2 inh, N370S GC, FEN1 inhibitor
61: CN(C(=O)CCNC(=O)Cn1cnc2ccccc2c1=O)c1ccccc1F
  -1%&-5%, -16%, -12%&-14%
62: C(=C\n1nnc2ccccc21)/c1ccccn1
  -5%, 0%, -5%
63: c1ccc(OCCSc2nnnn2C2CCCCC2)cc1
  -9%, -6%, ?
64: Cc1cc(Cl)ccc1OCC(=O)NNC(=O)C1CCCO1 (centres undefined)
  -3%, 8%, -2%
65: c1ccc(-c2nc3ccccc3o2)nc1
  ?, 6%, -4%
66: CCSc1ncc(C)cc1[N+](=O)[O-]
  -3%, ?, -3%
67: COc1ccc(-n2nc(C(=O)N3CCN(c4cccc(C(F)(F)F)c4)CC3)c3c4ccccc4n(C)c3c2=O)cc1Cl
  -8%, ., 0%
68: Cc1cccc(C(C)C)c1NC(=O)COC(=O)CN1C(=O)C2CC=CCC2C1=O (centres undefined)
  0%, -3%, -5%
69: COCCn1c(N)c(N(Cc2ccccc2)C(=O)c2oc3ccccc3c2C)c(=O)[nH]c1=O
  -4%, 6%, -1%
70: N#CCC(=N)N1CCN(c2ccc(F)cc2)CC1
  -2%, -4%, 1%
71: CCC(C)NC(=O)CSc1nnc(-c2ccoc2C)n1CC1CCCO1 (centres undefined)
  2%, 3%, 7%
72: COCCNC(=O)C(c1cccc(OC)c1)N(C(=O)Cn1nnc2ccccc21)c1cccnc1 (centres undefined)
  1%, -7%, 5%
73: CN(CC(=O)Nc1cccc(F)c1)C(=O)/C=C/c1cn(Cc2ccccc2)nc1-c1cccnc1
  -2%, 5%, -3%
74: O=C(Nc1ccc(F)cc1)c1oc2ccccc2c1NC(=O)C12CC3CC(CC(C3)C1)C2
  2%, ., -7%
75: CCOc1ccc(S(=O)(=O)c2c(C(=O)c3ccc(CC)cc3)cnc3ccc(C)cc23)cc1
  -10%, ., -14%
76: O=c1cc(-c2ccc(O)cc2)oc2cc(OC3OC(CO)C(O)C(O)C3O)c(C3OC(CO)C(O)C(O)C3O)c(O)c12 (centres undefined)
  -13%, -9%, .
77: CCc1ccc(C(=O)NNc2ccc(F)cc2)cc1
  -4%, 2%, -14%
78: CC1(C)CC(NC(=O)COc2ccc(Cl)cc2Cl)CC(C)(C)N1
  2%, -17%, 4%
79: O=C(c1cccc(F)c1)N1CCCC(C(=O)N2CCCCCC2)C1 (centres undefined)
  -23%, -5%, 1%
80: COc1ccc2c(c1)C(C)=CC(C)(C)N2C(=O)CNCc1ccc2c(c1)OCO2
  2%, 0%, 7%
81: COc1cccc(N=Nc2ccc(O)c3ncccc23)c1
  -3%, -3%, -11%
82: CCN1CCc2c(sc(NC(=S)NC(=O)c3ccco3)c2C(N)=O)C1
  -13%, -1%, -7%
83: Nc1nnc(SC2CC(=O)N(c3ccccc3)C2=O)s1 (centres undefined)
  -13%, 3%, -1%
84: O=C(c1cc(Cl)nc2ccccc12)N1CCCCC1
  -8%, 5%, -8%
85: O=C(c1cccs1)N(CCN1CCCCC1)CC1CCCN(C2CCCC2)C1 (centres undefined)
  -3%, -7%, -3%
86: Cc1cc(N2O[C@H]3C=C[C@@H]2C3)no1
  -2%, ., 11%
87: CCOCCCNC(=O)c1ccc2c(c1)ncn2-c1ccccc1OC
  -10%, -3%, 14%
88: O=C(CSc1ccccc1)N1CCN(c2ccccc2)CC1
  2%, 3%, -4%
89: COc1cc(/C=C/C2=NNC(=O)CC2)cc(OC)c1OC
  -22%, 9%, -8%
90: Cc1ccc(/C=C/C(=O)OCC(=O)NCCc2ccc(S(N)(=O)=O)cc2)o1
  -3%, ., -9%

Laid out differently: entries from further up
[6] CCOC(=O)Cc1cc(=O)n(-c2nc3ccccc3s2)[nH]1
[7] COC(=O)c1ccccc1NC(=O)c1ncoc1-c1ccco1

assay / entry | 6 | 7
GCN5L2 inh | ? | -1%
N370S GC | -19% | .
FEN1 inhibitor | -6% | -5%

Continuation:
Value order – GCN5L2 inh, N370S GC, FEN1 inhibitor
91: Cc1ccc(C(=O)OCC(=O)NC2CCCc3ccccc32)o1 (centres undefined)
  -1%, ., -1%
92: COc1ccc(CNC(=O)c2nc(S(=O)(=O)Cc3ccccc3)ncc2Cl)cc1
  0%&-1%, -13%, 4%&-2%
93: NC/C=C\C(=O)O
  2%&-6%, 7%&2%&-8%, .
94: Cn1c(=O)c(-c2cc(F)cc(F)c2)nc2cnc(Oc3ccccc3)nc21
  -5%, 15%, .
95: CCOc1ccc2[nH]c(=O)c(CN(Cc3ccc(F)cc3)C(=O)c3ccco3)cc2c1
  -2%, -2%, -4%
96: O=S(=O)(c1ccc2ccccc2c1)N1CCN(C2CCN(Cc3ccccc3)CC2)CC1
  -4%, -6%, -14%
97: Cc1c(NS(=O)(=O)c2ccccc2)c(=O)n(-c2ccccc2)n1C
  -2%, -8%, -3%
98: Cc1nc(-c2noc(-c3cccc(Cl)c3)n2)c(C(F)(F)F)o1
  -2%, 18%, -9%
99: O=C(NC(=O)N1CCN(c2ccc([N+](=O)[O-])cn2)CC1)c1ccccc1F
  -1%, -7%, 4%
100: Cc1ccc2c(C)nc(Nc3nc(CSc4nnc(C)s4)cc(=O)[nH]3)nc2c1
  -6%, -23%, ?
101: COc1ccc(-c2cc(C(=O)NCCCN3CCOCC3)no2)cc1
  -9%, -2%, 0%
102: Cc1cccc(NC(=O)Cn2c(=O)n(CC3CCC(C(=O)NCCc4ccccc4)CC3)c(=O)c3ccccc32)c1 (centres undefined)
  0%, ., -10%

Given as tab-separated lines: part of the list above
#	smiles	GCN5L2 inh	N370S GC	FEN1 inhibitor
81	COc1cccc(N=Nc2ccc(O)c3ncccc23)c1	-3%	-3%	-11%
82	CCN1CCc2c(sc(NC(=S)NC(=O)c3ccco3)c2C(N)=O)C1	-13%	-1%	-7%
83	Nc1nnc(SC2CC(=O)N(c3ccccc3)C2=O)s1 (centres undefined)	-13%	3%	-1%
84	O=C(c1cc(Cl)nc2ccccc12)N1CCCCC1	-8%	5%	-8%
